M17LAP inhibition: P. falciparum M17LAP inhibitors, primary screen, biochemical, fluorogenic H-Leu-NHMec substrate, 1536-well (AID 1619); Leucine aminopeptidase (Plasmodium falciparum (isolate 3D7)); recombinant M17LAP, H-Leu-NHMec fluorogenic kinetic assay; higher % means a stronger effect; one-dose inhibition, % at 30 µM; IC50 in µM for titrated hits; 220,000 compounds, 0.38% hits;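 active = compound inhibiting the enzyme by more than half at any dose during confirmatory dose-response retesting; inconclusive = strong single-dose inhibitors picked by rank but not retested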;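 note: plate controls were full reaction with DMSO carrier for no effect and no enzyme background for full effect; strong numbers were not always called active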
Dynein transport: inhibitors of GR-EGFP nuclear translocation, primary screen, dynein cargo transport inhibitor project, imaging, high-content, 3617.4 mouse cells. test concentration mostly 20 µM; stimulated with dexamethasone, 1 µM; active compounds read low. AID 1381, 2008. z-score, hits read low. 220,000 compounds, 0.47% hits;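 active = plate z-score of nuclear minus cytoplasmic receptor signal below a set negative limit, without overly bright fluorescence or cell loss, cut at about -3.5 in these data, passing the limit was not always enough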;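 note: z-score of nuclear minus cytoplasmic ring GR-EGFP intensity difference per well; some compounds called inactive have numbers as strong as hits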
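Schedule: 48 h induction, then 1 h compound, then 30 min agonist, 37 °C. Buffer or medium: tetracycline-free induction medium containing charcoal-stripped FBS. Reagent: 1.0 µM final dexamethasone stimulus. Evaluation: nuclear versus cytoplasmic GR-EGFP signal, averaged per well. Signal: high-content fluorescence imaging after fixation.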
MT stabilize HCS: microtubule stabilizers in HeLa cells, primary screen, imaging, high-content imaging. HeLa tubulin immunostaining HCS, 24 h; share of cells brighter than vehicle mean+2SD. % tubulin-high responders, % at 10 µM. 200,000 compounds, 0.83% hits;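 active = plate Z-score above 3 for both tubulin-high and condensed-nucleus cell shares, with cell loss under 80%, at 10 µM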;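 note: anti alpha tubulin signal scored within the nucleus-defined area of each cell; some results filed as inactive read as strong as hits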
Yfh1-depleted yeast: enhancers of respiration in Yfh1-depleted yeast, dose response, Friedreich's ataxia, plus single-dose screen (AID 1465); S. cerevisiae Yfh1-off respiration, WST-1 reduction, 72 h; higher fold induction means a stronger effect; fold induction at 50 µM; hits with a dose series show EC50 in µM; 220,000 compounds, 0.074% hits;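 active = fold induction of absorbance versus untreated yeast above a set limit, then at least 30% activation at any dose in follow-up; inconclusive = repeats straddling the limit, or above it without dose testing; inactive = fold induction below the set limit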;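 note: activators that raise dye reduction in frataxin-depleted yeast; strong numbers were not always called active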
Hep lipid drop: inhibitors of hepatocyte lipid droplet formation, primary screen, imaging, high-throughput imaging, BODIPY stain | inhibition, % at 6.5 µM | 240,000 compounds, 0.4% hits | AML12 mouse hepatocytes, oleate lipid droplets;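 active = lipid droplet intensity inhibited by at least 50%, with more than 500 cells counted; inconclusive = wells with under 300 cells, treated as cytotoxic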
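Test system: AML12 mouse liver cells; schedule: overnight exposure; technique: high-content imaging of BODIPY-stained droplets and DAPI nuclei; read-out: % inhibition of corrected integrated BODIPY droplet signal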
Insulin prom up: insulin promoter activators in MIN6 cells, imaging, high-content screening, mouse beta cells; MIN6 insulin promoter-GFP reporter; active compounds read high; z-score at 5 µM; 190,000 compounds, 0.3% hits; AID 1625, 2009;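 active = z-score above 3 at 5 µM with at least 500 cells counted in the well; inconclusive = wells under 500 cells, flagged as cytotoxic or low count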
ER stress rescue: rescue of cells from ER stress-induced death, primary screen, 384-well, CSM14.1, thapsigargin, ATP luminescence (AID 1222); CSM14.1 thapsigargin-induced death rescue, ATP luminescence; higher % means a stronger effect; one-dose cellular ATP content (survival), % at 20 µM; EC50 in µM for titrated hits; 190,000 tested, under 10 active;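 active = EC50 below 50 µM in the dose-response confirmation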;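 note: death triggered by thapsigargin at about 15 µM added after 2 h compound pretreatment; cell ATP read after overnight thapsigargin exposure of roughly 18 to 22 hours; normalized against plate controls of thapsigargin alone and 5% DMSO vehicle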
Autophagy HCS: autophagy modulators in MEF cells, primary screen, imaging, high-content, MEF GFP-LC3; MEF GFP-LC3 puncta imaging; test concentration mostly 10 µM; calls only at 10 µM (by protocol); 190,000 compounds, 0.98% hits; AID 463193, 2010;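 active = percentage of spot-positive cells more than 3 SD above its plate mean, without a fluorescence outlier flag or 80% toxicity; inconclusive = no clear call, values can overlap the other calls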;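 note: spot-positive cell cutoff set from DMSO-treated cells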
M1AAP inhibition: P. falciparum M1AAP inhibitors, biochemical, fluorogenic H-Leu-NHMec substrate, 1536-well (AID 1445). inhibition, % at 30 µM; hits with a dose series show IC50 in µM. Aminopeptidase N (Plasmodium falciparum (isolate 3D7)). recombinant M1AAP, H-Leu-NHMec fluorogenic kinetic assay; higher % means a stronger effect. 220,000 compounds, 0.42% hits;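 active = primary inhibition above the hit cutoff, then over 50% inhibition at one or more dose response concentrations, cut at about 23% in these data, passing the limit was not always enough; inconclusive = conflicting primary data, or primary hits not chosen for dose response; inactive = low primary inhibition, or under 50% at every dose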;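 note: plate controls were DMSO full reaction for no effect and no enzyme background for full effect; strong numbers were not always called active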
Dynein transport cytoplasmic EGFP: recorded beside Dynein transport, whose call it bears; z-score; measured here: cytoplasmic GR-EGFP intensity; active compounds read high
Dynein transport nuclear GR-EGFP: further read-out of Dynein transport, marked with its call; z-score; measured here: nuclear GR-EGFP intensity;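 lower value marks the stronger effect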
Dynein transport cell count: also measured in Dynein transport; calls as there; z-score; measured here: cell count per field
Insulin prom up cell count: also measured in Insulin prom up; calls as there; cell count; measured here: cytotoxicity, nuclei count;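 total cells summed across four imaged fields per well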
Hep lipid drop cells 6.5 µM: recorded beside Hep lipid drop, whose call it bears; cell count; measured here: cell count, cytotoxicity flag;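 cells counted across two imaged fields per well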
MT stabilize HCS Hoechst-high %: also measured in MT stabilize HCS; calls as there; % Hoechst-high responders; measured here: nuclear condensation Hoechst responders;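 share of cells brighter than vehicle mean plus two SD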
MT stabilize HCS cytotoxicity %: second read-out of MT stabilize HCS, no call of its own (marks repeat the call); toxicity, %; measured here: cytotoxicity by cell density;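 0% = mean cell density of plate MIN control wells and 100% = no cells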
Autophagy HCS cell loss 18 h: also measured in Autophagy HCS; calls as there; toxicity, %; measured here: cell loss, nuclei count;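 cell loss after 18 h compound exposure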
Starred values were filed as active, the others as inactive; i = inactive; u = inconclusive; x = no result given. Rows are unselected. About 3.5% of those tested had a hit in this group.

SMILES	M17LAP inhibition	Dynein transport	Dynein transport cytoplasmic EGFP	Dynein transport nuclear GR-EGFP	Dynein transport cell count	MT stabilize HCS	MT stabilize HCS Hoechst-high %	MT stabilize HCS cytotoxicity %	Yfh1-depleted yeast	Hep lipid drop	Hep lipid drop cells 6.5 µM	Insulin prom up	Insulin prom up cell count	ER stress rescue	Autophagy HCS	Autophagy HCS cell loss 18 h	M1AAP inhibition
O=C(Nc1ccc2c(c1)C(=O)NC2=O)c1ccc(Cl)s1	-2%	-0.19	-0.24	0.21	0.8	3.4	1.7	13	x	-6	685	-0.22	1402	-0.3%	i	-3	2%
CO/N=C/c1cccn1-c1nccc(N(C)C)c1C#N	-1%	1.6	-0.23	0.53	-1.1	2.6	1.3	0.1	i	-14	735	1.5	1391	-0.5%	i	16	-1%
CCCNC(=O)C(NS(=O)(=O)c1cccc2nsnc12)c1ccccc1 (centres undefined)	11%	-0.72	0.067	0.017	0.74	4.0	1.4	6.1	i	x	x	x	x	0.9%	i	10	2%
Cc1cc(C)c(C(N)=O)c(Cl)n1	3%	-0.098	-0.36	0.2	0.29	5.1	2.0	7.9	i	10	705	0.46	963	-0.3%	i	-6	4%
Cc1ccccc1C1N(c2nccs2)C(=O)C2CCCN21 (centres undefined)	-11%	-0.37	-0.29	-0.043	0.77	2.1	3.2	5.7	i	-2	763	0.55	1130	0.0%	i	1	2%
COc1ccc(-c2nnn(CC(=O)N(Cc3ccco3)C(C(=O)NCC3CCCO3)c3ccco3)n2)cc1 (centres undefined)	9%	-0.34	-0.16	-0.36	0.056	1.5	3.3	7.6	x	-4	616	0.26	1284	-3.3%	i	2	-1%
CC(CC(=O)c1cccs1)CC(=O)c1cccs1	-2%	-0.42	-0.1	0.019	0.53	6.8	2.5	4.2	i	2	684	0.73	2061	-1.5%	i	2	-3%
Cc1ccc(Sc2c([N+](=O)[O-])ncn2C)cc1	7%	-0.87	-0.082	-0.24	-0.64	2.5	1.8	9.4	i	x	x	-0.06	1547	-1.4%	i	-27	4%
CCNc1nc(NC(C)C)nc(OCCOC(=O)c2ccccc2)n1	-5%	-0.6	-0.26	0.015	0.083	3.8	2.9	6.4	i	-21	770	-0.37	1065	2.8%	i	-10	4%
C=CCOc1c(Br)cc(/C=N\n2nnnc2N)cc1OC	-2%	0.59	-0.24	0.52	-0.23	6.8	2.8	11	i	-2	675	-0.47	1099	-1.2%	i	29	0%
Cc1ccnc2c(N3C(=O)C4C5C=CC(C5)C4C3=O)cccc12 (centres undefined)	-2%	-0.85	-0.32	-0.3	1.4	2.8	2.2	4.1	i	x	x	0.98	1113	0.2%	i	26	2%
CCC(=O)NNc1ncnc2c1cnn2-c1ccccc1	2%	-0.19	-0.23	-0.39	0.23	3.8	2.1	12	i	16	777	-0.48	1090	0.8%	i	5	12%
COC(=O)c1cccc(NC(=O)C(C)(C)C)c1	-2%	-0.99	-0.22	-0.39	0.76	x	x	x	i	-4	700	0.53	1166	x	x	x	4%
COc1cc2ccccc2cc1C(=O)Nc1cccnc1	-3%	-0.2	-0.23	-0.022	0.88	3.8	2.6	2.2	i	6	737	0.01	1328	0.5%	i	4	0%
Clc1ccccc1CNCc1ccncc1	-3%	0.54	-0.3	0.1	0.033	2.8	1.6	3.0	i	2	774	0.48	1204	-0.7%	i	10	3%
Cc1ccc(S(=O)(=O)N2CCCCC2)cc1NC(=O)COC(=O)c1ccc(O)cc1	1%	-1.4	-0.22	-0.97	0.95	1.5	1.8	7.7	i	12	543	-0.41	1507	-1.1%	i	-4	-6%
Nc1nc(-c2ccccc2)nc(-c2ccccc2O)n1	x	-0.45	-0.29	-0.15	1.4	2.3	2.3	21	i	x	x	x	x	x	i	-1	x
O=C(CCl)N=c1sccn1Cc1ccccc1Cl	-1%	-2.7	0.064	-1.4	0.59	x	x	x	i	u	x	-0.31	1160	x	x	x	-8%
NS(=O)(=O)c1ccc(N=Cc2c(O)c3ccccc3oc2=O)cc1	20%	0.63	-0.18	0.36	-0.54	2.8	2.3	4.0	i	11	702	x	x	0.8%	i	3	12%
Cc1ocnc1C(=O)Nc1ccc(Cl)cc1	-1%	-0.76	-0.38	-0.26	0.77	3.9	1.6	4.3	i	x	x	0.13	1602	-0.3%	i	4	-5%
CCOc1ccc(Nc2nc(N)c([N+](=O)[O-])c(NCc3ccccc3)n2)cc1	10%	-1.1	-0.23	-0.57	0.58	x	x	x	i	-2	705	-0.78	1263	x	x	x	13%
COc1ccccc1CC(=O)Nc1ccc2nc(C)sc2c1	37%	2.8	-0.095	1.9	-1.2	6.9	2.1	7.7	i	-4	643	0.11	1548	0.1%	i	-1	-4%
c1ccc(Oc2nnc(-c3cccs3)c3ccccc23)cc1	-3%	0.038	-0.15	-0.28	-0.31	4.7	3.8	9.3	i	-6	599	0.32	1345	-0.6%	i	0	8%
O=C(O)CSc1nnc(-c2ccccc2O)n1Cc1ccccc1	-10%	0.77	-0.18	0.05	0.38	0.3	1.9	6.9	i	x	x	-0.17	1323	0.5%	i	6	7%
COc1ccc(/C=C2\Cc3ccccc3C2=O)cc1OC	-9%	0.054	-0.052	0.23	-1.3	x	x	x	i	0	700	-0.01	1454	x	x	x	2%

3 entries from above, ordered by the value under Dynein transport cytoplasmic EGFP, highest first.
structure | Dynein transport cytoplasmic EGFP
O=C(O)CSc1nnc(-c2ccccc2O)n1Cc1ccccc1 | -0.18
CCC(=O)NNc1ncnc2c1cnn2-c1ccccc1 | -0.23
Cc1ccnc2c(N3C(=O)C4C5C=CC(C5)C4C3=O)cccc12 (centres undefined) | -0.32

Back to the main list with the two entries that preceded the break.
SMILES	M17LAP inhibition	Dynein transport	Dynein transport cytoplasmic EGFP	Dynein transport nuclear GR-EGFP	Dynein transport cell count	MT stabilize HCS	MT stabilize HCS Hoechst-high %	MT stabilize HCS cytotoxicity %	Yfh1-depleted yeast	Hep lipid drop	Hep lipid drop cells 6.5 µM	Insulin prom up	Insulin prom up cell count	ER stress rescue	Autophagy HCS	Autophagy HCS cell loss 18 h	M1AAP inhibition
O=C(O)CSc1nnc(-c2ccccc2O)n1Cc1ccccc1	-10%	0.77	-0.18	0.05	0.38	0.3	1.9	6.9	i	x	x	-0.17	1323	0.5%	i	6	7%
COc1ccc(/C=C2\Cc3ccccc3C2=O)cc1OC	-9%	0.054	-0.052	0.23	-1.3	x	x	x	i	0	700	-0.01	1454	x	x	x	2%
O=C(NC(=S)Nc1ccccn1)c1cccc([N+](=O)[O-])c1	1%	-0.21	-0.22	-0.065	0.33	x	x	x	i	0	710	-1.7	1395	x	x	x	8%
O=C(O)CC12CC3CC(C1)CC(n1ncc(NCc4ccc(F)cc4Cl)c(Cl)c1=O)(C3)C2	32µM*	0.16	-0.27	0.4	0.063	3.6	1.6	3.7	i	8	706	0.43	1305	31%	i	12	16%
CC1CC(C)CN(C(=O)c2ccc3c(c2)N(Cc2ccccc2)CCS3)C1 (centres undefined)	-29%	-0.68	-0.068	-0.1	-0.52	5.4	1.6	0.1	i	x	x	-1.2	982	-0.7%	i	17	13%
COc1ccc(OC)c(S(=O)(=O)NCCc2cn3ccsc3n2)c1	5%	1.5	-0.21	0.79	-0.19	3.8	1.9	5.1	i	-12	760	0.64	1181	0.4%	i	-8	3%
CN(C)C(=S)NC(=O)C12CC3(C)CC(C)(CC(C)(C3)C1)C2	-10%	0.13	-0.23	0.38	0.075	x	x	x	i	-1	702	-0.32	1078	x	x	x	-2%
Cc1cc(C)n2nc(C(=O)N3CCOCC3)nc2n1	-10%	-0.96	0.29	-0.99	-0.22	5.4	2.9	5.9	i	x	x	2.8	1139	0.0%	i	11	2%
COc1ccc(N2CCN(Cc3nnnn3C3CCCCC3)CC2)cc1	-7%	0.16	-0.3	-0.43	0.58	4.5	1.5	15	i	13	727	x	x	0.0%	i	-11	9%

Screens as filed in PubChem.
